# Bioassay records from PubChem BioAssay.
# V1aR counter – activates human V1a receptor in oxytocin agonist counter-screen | CHO-V1R cells, Fluo-8 calcium fluorescence, agonist mode; 0% DMSO, 100% 3 nM vasopressin | activation, % at 3 µM | 320,000 compounds, 0.25% hits | AID 2797;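 active means activation above the mean activation of all tested compounds plus 3 SD, per screening run, cut at about 20% in these data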;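 further: signal is peak over basal fluorescence ratio across a 100 second FLIPR read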
# OXTR potentiator – human OXTR potentiation | 320,000 compounds, 0.061% hits | CHO-OTR cells, Fluo-8 calcium fluorescence, potentiator mode; 0% = oxytocin EC15, 100% = EC100 | P30559 | activation, % at 3 µM | AID 2445;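 active means activation above that plate's cutoff, the mean activation of tested compounds plus 3 SD, cut at about 6.6% in these data, passing the limit was not always enough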;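 further: 100% uses oxytocin at 75 nM as the full agonist control; some results filed as inactive read as strong as hits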
# Target sequence (P30559 whole entry, looked up): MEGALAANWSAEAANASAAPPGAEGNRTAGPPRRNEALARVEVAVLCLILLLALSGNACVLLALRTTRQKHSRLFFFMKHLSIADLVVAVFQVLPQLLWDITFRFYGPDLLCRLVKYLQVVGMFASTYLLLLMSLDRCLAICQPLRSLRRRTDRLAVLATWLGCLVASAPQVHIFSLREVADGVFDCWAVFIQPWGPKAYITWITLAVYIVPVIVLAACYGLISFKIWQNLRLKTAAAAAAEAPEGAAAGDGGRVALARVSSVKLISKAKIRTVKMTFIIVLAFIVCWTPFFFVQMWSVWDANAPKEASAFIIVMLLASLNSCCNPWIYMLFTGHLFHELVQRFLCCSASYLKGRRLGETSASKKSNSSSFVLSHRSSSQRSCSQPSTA
#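 Dosing: Single dose, 3.0 µM nominal final compound concentration | Material: Human OTR in CHO cells | Technique: Kinetic Fluo-8 calcium fluorescence | Benchmarks: EC15 oxytocin alone as 0%, 75 nM oxytocin as 100% | Probe or stimulus: Oxytocin at about EC15, sub-maximal agonist stimulus | Incubation: Compound 6 min at room temperature before oxytocin, 100 s read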
# CHO parental Ca – counter-screen for OX1R antagonists: effect in parental CHO cells | 330,000 compounds, 0.63% hits | AID 463079 | inhibition, % at 5.6 µM | parental CHO-K1, ATP-induced calcium, Fluo-8 fluorescence;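 active means inhibition above that plate's mean sample inhibition plus 3 SD, cut at about 26% in these data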;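 further: 0% = ATP-challenged DMSO wells and 100% = DMSO wells without ATP; some compounds past the cut are filed as inactive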
#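 Material: Parental CHO cells | Reagent: ATP | Compound dosing: Single nominal dose of 5.6 µM per compound | Detection: Intracellular calcium via Fluo-8 no-wash fluorescent dye | Read-out: % inhibition of ATP-induced calcium mobilization | Benchmarks: Low control ATP plus DMSO, high control DMSO only | Replicates: Singlicate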
# OXTR agonist – activates the human oxytocin receptor | CHO-OTR cells, Fluo-8 calcium fluorescence; normalized: DMSO 0%, oxytocin 100% | activation, % at 3 µM | 320,000 compounds, 0.32% hits | AID 2435;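 active means activation above the mean of all tested compounds plus 3 SD, cutoff set per screening run, cut at about 20% in these data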;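 further: peak over basal fluorescence ratio from a 100 s FLIPR kinetic read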
# TAAR1 antag – antagonists of human TAAR1. Q96RJ0. CHO RD-HGA16 TAAR1, Fluo-8 calcium fluorescence, antagonist. inhibition, % at 3 µM. 360,000 compounds, 1.5% hits. AID 624466;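 active means inhibition above a per-plate cutoff, the mean inhibition of test compounds on that plate plus 3 SD, cut at about 49% in these data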;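 further: 0% = DMSO plus EC80 beta-PEA response and 100% = DMSO alone without agonist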
#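 Test system: hTAAR1-expressing CHO RD-HGA16 cells, Gα16-coupled; Probe or stimulus: EC80 β-phenethylamine stimulus; Compound dosing: single nominal final test compound concentration of 3 µM; Timing: 140 s kinetic read after compound, 140 s after agonist; Signal: Fluo-8 calcium-sensitive fluorescence; Measure: % inhibition of agonist calcium response; Controls: DMSO and EC80 PEA controls.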
# M1 PAM – potentiates human M1 receptor response to acetylcholine | activation, % at 3 µM | CHO-K1 hM1, Fluo-8 calcium fluorescence, ACh EC20; 0% = ACh EC20, 100% = maximal ACh | P11229 | 360,000 compounds, 0.088% hits; in the data active means activation above about 19%, passing the limit was not always enough
# Target sequence (P11229 whole entry, looked up): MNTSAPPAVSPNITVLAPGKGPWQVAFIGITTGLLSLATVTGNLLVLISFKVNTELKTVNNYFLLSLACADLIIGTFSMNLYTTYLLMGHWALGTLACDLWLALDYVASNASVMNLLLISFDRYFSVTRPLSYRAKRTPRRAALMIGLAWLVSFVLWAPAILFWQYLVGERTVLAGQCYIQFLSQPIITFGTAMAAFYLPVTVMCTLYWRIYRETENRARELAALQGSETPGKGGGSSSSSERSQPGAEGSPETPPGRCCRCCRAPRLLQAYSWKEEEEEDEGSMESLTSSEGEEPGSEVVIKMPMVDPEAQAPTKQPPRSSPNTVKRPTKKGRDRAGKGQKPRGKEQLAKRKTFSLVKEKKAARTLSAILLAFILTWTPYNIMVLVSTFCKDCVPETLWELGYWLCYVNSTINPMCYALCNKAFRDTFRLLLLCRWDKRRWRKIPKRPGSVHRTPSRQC
# CHRM1 antagonist – antagonists of human M1 muscarinic receptor | P11229 | CHO-K1 hM1, Fluo-8 calcium fluorescence, ACh EC80 antagonist | inhibition, % at 3 µM | 360,000 compounds, 1.3% hits;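 active means percent inhibition above its own plate's cutoff, namely the mean of that plate's compound wells plus 3 SD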;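 further: peak over basal fluorescence ratio during 140 s after agonist addition; 0% = ACh EC80 plus DMSO and 100% = DMSO alone without agonist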
# M1 ag – activates human CHRM1 receptor. CHO-K1 hM1, Fluo-8 calcium fluorescence, agonist mode; 0% DMSO, 100% acetylcholine EC100. activation, % at 3 µM. 360,000 compounds, 0.33% hits;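 active means activation above the run's mean compound activation plus 3 SD, cut at about 16% in these data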;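 further: peak over basal fluorescence ratio within a 140 s kinetic read after compound addition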
# TAAR1 agonist – human TAAR1 agonism. Q96RJ0. CHO RD-HGA16 TAAR1, Fluo-8 calcium fluorescence; vehicle wells 0%, saturating PEA agonist 100%. activation, % at 3 µM. 360,000 compounds, 0.99% hits. AID 624467;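 active means activation above the mean activation of all test compounds in the run plus 3 SD, cut at about 38% in these data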
#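 Test system: RD-HGA16 (CHO) cells co-expressing Gα16 and hTAAR1 / Benchmarks: DMSO vehicle as 0%, PEA at EC100 as 100% / Repeats: no replicates (n 1) / Measure: % activation from peak over basal fluorescence ratio, DMSO-to-PEA scaled / Timing: 17-24 h plating, Fluo-8 75 min 37 °C, 30 min RT / Technique: kinetic Fluo-8 calcium fluorescence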
# Starred values were filed as active, the others as inactive; x = no result given.
# Each structure is followed by: TAAR1 antag	V1aR counter	TAAR1 agonist	OXTR potentiator	OXTR agonist	M1 ag	CHRM1 antagonist	CHO parental Ca	M1 PAM
CC1(C)CC(CCN)(Cc2ccccc2Cl)CCO1 (configuration not stated)
 : -11	-0.5	4	-11	-1.6	-7	-2	-18	2
CCCc1nc2ccc(Cl)cn2c1Cc1ccccc1
 : -10	x	1	x	x	-5	-32	x	4
COc1ccc(C2=NN(C(=O)CSc3ncccn3)C(c3ccc(OC)cc3)C2)cc1 (configuration not stated)
 : 20	3.1	5	-12	5.0	-7	1	-6	5
COc1ccc(Nc2nccc3c2ncn3C)cc1
 : -2	0.3	8	-2	-0.6	-6	-14	-8	13
COC(=O)c1sc(S(=O)(=O)Oc2ccccc2NC(C)=O)c(C(=O)OC)c1C
 : -11	x	2	x	x	-7	-11	x	4
Cc1cc(C(=O)Nc2ccc(F)cc2)c2ccccc2n1
 : 13	2.2	8	1	3.3	2	-12	-10	5
COc1cc(OC)cc(C(=O)Nc2nc(CC(=O)NC(C)c3ccccc3)cs2)c1 (configuration not stated)
 : 46	-1.5	5	0	-2.5	-5	22	-26	-11
Cc1cccc(C(=O)Nc2nc3ccc(S(C)(=O)=O)cc3s2)c1
 : 16	x	13	x	x	-3	0	x	0
CN(c1ccccc1)S(=O)(=O)c1cccc(NC(=O)c2ccc(=O)[nH]n2)c1
 : 42	8.4	15	-12	8.4	1	10	14	-10
O=C(CNC(=O)C1COc2ccccc2O1)Nc1cc(Cl)ccc1Cl (configuration not stated)
 : 8	x	-2	x	x	-2	-6	x	7
Cc1ccc(SCC(=O)OCC(=O)NCCc2ccccc2)cc1
 : -3	0.6	1	-2	-0.8	-4	-14	-7	15
O=C(Cc1ccccc1)Nc1ccc(Br)c(Cl)c1
 : 12	5.4	6	3	1.1	-5	-2	-10	3
CCOc1ccc(N(CC)S(=O)(=O)c2cccc3nsnc23)cc1
 : -30	-1.3	-1	-20	-2.3	-8	20	-13	-22
O=C(CCN1C(=O)/C(=C\c2ccccc2F)SC1=S)N1CCCCC1
 : -39	-0.4	7	-4	-0.2	-3	-7	-12	3
Cc1nc(NCC2CCCO2)nc2c1C(=O)CC(C)C2 (configuration not stated)
 : -11	0.8	13	0	1.3	1	-9	3	2
CC(C)c1ccc(NC(=O)CN2CCN(C(=O)C3CCCO3)CC2)cc1 (configuration not stated)
 : -3	2.2	2	3	0.6	-2	-8	-11	13
COc1cccc(CN(C)C(=O)CNC(=O)c2cccs2)c1OC
 : 5	0.1	0	-7	-0.1	-2	-9	-13	7
O=[N+]([O-])c1ccccc1/C=N/OCc1ccccc1
 : 5	-0.9	12	6	-1.4	-5	0	-20	5
O=C(COc1ccccc1)Nc1cccc(-c2ccc(N3CCOCC3)nn2)c1
 : 49*	0.2	10	1	0.4	-1	0	-4	2
Oc1ccc2ccccc2c1CNc1ccccc1
 : -3	x	2	x	x	0	-12	x	9
C(=C\c1nc(-c2ccncc2)no1)/c1ccccc1
 : -31	2.7	5	-16	-1.3	-3	2	-9	-1
O=C1ON=C(c2ccccc2)/C1=C/c1ccc(O)cc1
 : 2	0.6	3	-16	0.5	-1	-23	6	10
COc1ccc(C(=O)N(C)C2(C)CCS(=O)(=O)C2)cc1OC (configuration not stated)
 : -12	-0.5	0	-10	0.5	-1	-6	4	7
CC1Cc2ccccc2N1C(=O)CCn1cccn1 (configuration not stated)
 : -3	0.2	0	-7	-0.4	-3	-5	-7	4
O=C(Nc1c(F)cc(F)cc1Br)c1cc(-c2ccccc2)on1
 : -4	0.9	5	-4	-0.9	-4	4	-4	-2
Cc1oc(-c2ccc(Cl)cc2)nc1CS(=O)CC(=O)NCc1cccs1 (configuration not stated)
 : -4	-0.8	0	0	-0.3	-6	-18	-16	5
CCCc1nnc(NC(=O)CCS(=O)(=O)c2ccccc2)s1
 : -4	-0.5	0	-4	0.1	-1	-3	2	5
C=CCN(CC=C)S(=O)(=O)c1ccc(F)cc1
 : -1	-0.4	11	0	-1.2	-8	-1	-6	3
NS(=O)(=O)c1ccc(CCNC(=O)COC(=O)c2cc([N+](=O)[O-])ccc2N2CCOCC2)cc1
 : 6	-0.4	0	2	-0.3	-3	-5	1	10
CC(C)CN1CCNC(=O)C1CC(=O)NCc1cnn(-c2cccc(F)c2)c1 (configuration not stated)
 : 9	0.2	0	-7	0.4	-4	-12	-14	9
C/C(=N\NC(=O)COc1ccccc1-c1ccccc1)c1cccnc1
 : 17	0.2	7	-20	-0.5	-6	-10	-28	6
COc1ccc(OCc2nnc(SCC(=O)N3c4ccccc4Sc4ccc(Cl)cc43)o2)cc1
 : -14	-0.4	11	-2	-1.1	-2	-4	-10	0
COc1cccc(CC(NC(C)=O)C(=O)NC2CCN(S(=O)(=O)c3ccc4ccccc4c3)CC2)c1 (configuration not stated)
 : -1	1.1	11	-7	-0.3	-5	-26	-23	5
CCOC(=O)/C=c1\s/c(=C(\C#N)C(=O)NC)n(-c2ccccc2)c1=O
 : 16	0.4	-1	-13	0.3	0	-7	-4	10
CCOc1cc(-c2c(C#N)c(N)nc3c2CCc2ccccc2-3)ccc1O
 : 22	5.0	7	-1	1.2	-7	-1	-16	5
O=C(CSc1nnc(-c2ccco2)n1Cc1ccccc1)c1ccc(F)cc1
 : -14	-0.1	5	-3	-0.9	-4	11	-18	-5
CCCN(C(=O)c1ccc(S(=O)(=O)N2CCCC2)cc1)C1CCS(=O)(=O)C1 (configuration not stated)
 : 0	1.4	5	0	0.1	-8	17	0	-4
CC(C)[C@H](COC=O)NC(=O)[C@H]1O[C@@H](n2ccc(N)nc2=O)[C@H](O)[C@@H]1O
 : -6	x	1	x	x	-1	-23	x	4
CCOC(=O)c1c(O)cc(C)[nH]c1=O
 : -5	1.1	0	-3	0.4	-1	-25	-6	5
CCc1ccccc1N1CC(C(=O)N2Cc3ccccc3CC2C(N)=O)CC1=O (configuration not stated)
 : -1	0.7	0	-7	-0.1	-2	-13	-6	9
Clc1cc(Sc2ccc(Br)cc2)nnc1-c1ccccc1
 : 25	-1.4	4	-13	-2.3	-4	-16	-18	-7
CCOC(=O)C1CCCCN1C(=O)c1oc2c(Cl)cc(C)cc2c1C (configuration not stated)
 : -36	-1.4	1	-2	-0.2	-5	-12	-11	2
COc1ccc(-c2cc(C(=O)Nc3ccccc3)on2)cc1
 : -7	1.1	2	1	1.0	-5	-11	7	6
COC(=O)c1ccc(C2C(C#N)=C(N)Oc3cc(C)n(C)c(=O)c32)cc1 (configuration not stated)
 : -15	-0.2	3	-14	0.1	0	9	-4	-3
O=C(CN1CCN(c2ccccc2)CC1)NC(=O)NCc1ccccc1
 : -9	-0.4	-2	1	0.2	-3	-4	-15	3
O=C(CN1C(=O)NC(Cc2c[nH]c3ccccc23)C1=O)Nc1ccccc1Br (configuration not stated)
 : 2	0.6	3	0	1.4	0	-3	-7	4
Cc1cc2nc(-c3ccccc3O)[nH]c2cc1C
 : 19	x	1	x	x	-3	-13	x	4
CC(C)(C)NC(=S)NCCc1ccccc1
 : -19	-0.4	6	-2	-1.2	-6	-8	-10	10
O=C(NC(Cc1ccccc1)c1ccc2c(c1)OCCCO2)c1ccc(F)cc1 (configuration not stated)
 : 17	0.2	9	-6	-1.8	-5	10	-15	-5
O=C(c1ccc(F)cc1)N(Cc1ccccc1)C1CCS(=O)(=O)C1 (configuration not stated)
 : -11	0.6	6	-9	-0.1	-3	-6	-7	6
O=C1CCCC2=C1C(c1ccco1)Nc1ccc3ccccc3c12 (configuration not stated)
 : 24	1.2	15	-12	-1.6	1	-4	24	4
CC1(C(=O)Nc2cccc3cccnc23)CCN1Cc1csc2ccccc12 (configuration not stated)
 : 36	x	1	x	x	-3	-7	x	0
OCCCN1CCN(CCCOc2ccccc2-c2ccccc2)CC1
 : 3	0.8	2	-2	-1.2	-10	-3	-10	2
O=S(=O)(Nc1cc(C(F)(F)F)ccc1N1CCOCC1)c1ccccc1
 : -4	1.2	5	-6	0.9	-3	-12	-4	7
O=C(NC1CCc2ccccc21)c1cc(COc2ccc(F)cc2Cl)on1 (configuration not stated)
 : -15	2.9	5	-9	1.9	-4	-1	-11	-3
c1ccc(OCc2nnnn2-c2ccccc2)cc1
 : 10	-0.4	1	-3	-0.4	-8	1	6	-2
Cc1noc(C)c1C(=O)Nc1ccc(-c2nnc3n2CCCCC3)cc1
 : -13	1.9	1	0	0.9	-9	-5	-7	1
S=c1[nH]nc(COc2ccccc2)n1/N=C/C=C/c1ccco1
 : -17	0.3	1	1	-1.4	-3	-12	-33	9
O=C(Nc1nc2c(Cl)ccc(Cl)c2s1)C1CC1
 : -11	-0.1	3	-1	-1.4	-4	-12	-1	13
CC(=O)N1CCOc2ccc(S(=O)(=O)N3CCN(c4cc(C)ccc4C)CC3)cc21
 : 5	4.4	-1	-4	1.5	1	13	-4	-1

# Other compounds
# Each structure is followed by: TAAR1 antag	V1aR counter	TAAR1 agonist	OXTR potentiator	OXTR agonist	M1 ag	CHRM1 antagonist	CHO parental Ca	M1 PAM
CCn1c(CC(=O)Nc2ccccc2C)nnc1SCC(=O)Nc1nncs1
 : -21	-1.5	1	-3	-0.1	0	6	10	1
CN(C)c1ccc(C(CNS(=O)(=O)c2cccc([N+](=O)[O-])c2)N2CCOCC2)cc1 (configuration not stated)
 : -19	-1.4	2	1	0.3	-1	-23	-18	21
Oc1ccc(/C=N/NC(=S)NC2CC3CCC2C3)cc1 (configuration not stated)
 : -17	1.8	2	-11	0.0	-1	1	-11	-2
CC(NC(=O)Nc1ccc(Cl)cc1)C(c1cccs1)N1CCOCC1 (configuration not stated)
 : -3	8.6	0	-3	-1.0	8	-7	-9	3

# Given as labelled records: 2 of the compounds above.
CN(C)c1ccc(C(CNS(=O)(=O)c2cccc([N+](=O)[O-])c2)N2CCOCC2)cc1 (configuration not stated)
  TAAR1 antag = -19
  V1aR counter = -1.4
  TAAR1 agonist = 2
  OXTR potentiator = 1
  OXTR agonist = 0.3
  M1 ag = -1
  CHRM1 antagonist = -23
  CHO parental Ca = -18
  M1 PAM = 21

O=C1ON=C(c2ccccc2)/C1=C/c1ccc(O)cc1
  TAAR1 antag = 2
  V1aR counter = 0.6
  TAAR1 agonist = 3
  OXTR potentiator = -16
  OXTR agonist = 0.5
  M1 ag = -1
  CHRM1 antagonist = -23
  CHO parental Ca = 6
  M1 PAM = 10
